KCNQ2 block = KCNQ2 channel blockers in CHO-K1 cells – cell-based, FluxOR thallium flux, B-score, primary screen (AID 2156); 1.1% of 310,000 active; B-score at 10 µM; 20 min; stronger effect = lower value; O88943;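 active = fluorescence ratio B-score at most minus 3 library SDs, with starting brightness B-score within 2 library SDs, cut at about -5.5 in these data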
Kir21 block = Kir2.1 (mouse) channel inhibition; P35561; HEK293-Kir2.1, FluxOR thallium flux fluorescence; stronger effect = lower value; B-score at 10 µM; 0.85% of 310,000 active;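 active = fluorescence ratio B-score at or below minus 3 SD of library scores, with starting-brightness B-score within 2 SD, cut at about -4.2 in these data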;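 note: channel flux triggered by added potassium and thallium sulfate stimulus; B-score of peak minus minimum fluorescence over baseline after thallium stimulus; more negative B-score means stronger Kir2.1 block with less thallium influx; some compounds called inactive have numbers as strong as hits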
Target sequence (P35561 whole entry, looked up): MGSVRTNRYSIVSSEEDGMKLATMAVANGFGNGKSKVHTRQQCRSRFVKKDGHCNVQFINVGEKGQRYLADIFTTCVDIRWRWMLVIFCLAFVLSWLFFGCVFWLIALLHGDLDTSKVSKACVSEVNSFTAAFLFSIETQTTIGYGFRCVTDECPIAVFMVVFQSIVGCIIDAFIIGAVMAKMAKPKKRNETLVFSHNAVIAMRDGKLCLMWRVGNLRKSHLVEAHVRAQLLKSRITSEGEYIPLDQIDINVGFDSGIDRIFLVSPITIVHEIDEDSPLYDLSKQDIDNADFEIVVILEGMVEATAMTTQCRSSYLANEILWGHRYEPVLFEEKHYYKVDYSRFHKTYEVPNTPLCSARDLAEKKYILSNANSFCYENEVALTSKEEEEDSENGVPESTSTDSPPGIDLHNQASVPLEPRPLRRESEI
STK33 inh = inhibitors of human STK33 kinase. AID 2661. purified STK33, MBP phosphorylation, ADP-Glo luminescence. 0.073% of 320,000 active. inhibition, % at 10 µM. Q9BYT3;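 active = inhibition at or above 25%, using the most active replicate where run in duplicate; inactive = inhibition below 25%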
Target sequence (Q9BYT3 whole entry, looked up): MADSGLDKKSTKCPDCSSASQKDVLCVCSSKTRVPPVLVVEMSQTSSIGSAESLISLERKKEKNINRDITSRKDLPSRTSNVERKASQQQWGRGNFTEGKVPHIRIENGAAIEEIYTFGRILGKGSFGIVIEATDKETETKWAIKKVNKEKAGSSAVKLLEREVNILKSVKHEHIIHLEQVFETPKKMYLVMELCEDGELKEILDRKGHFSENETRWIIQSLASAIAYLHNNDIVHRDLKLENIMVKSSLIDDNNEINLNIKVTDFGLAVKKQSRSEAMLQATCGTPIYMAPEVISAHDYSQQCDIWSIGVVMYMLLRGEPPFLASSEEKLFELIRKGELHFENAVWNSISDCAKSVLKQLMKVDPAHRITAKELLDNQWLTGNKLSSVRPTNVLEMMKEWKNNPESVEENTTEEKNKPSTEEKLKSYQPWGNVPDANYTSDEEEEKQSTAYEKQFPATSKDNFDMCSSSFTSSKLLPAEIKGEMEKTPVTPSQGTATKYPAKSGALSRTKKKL
* = called active by the depositor; i = inactive; nt = no result given.

SMILES	KCNQ2 block	Kir21 block	STK33 inh
Cc1cc(C(=O)NCCCN(C)C)c2ccccc2n1	i	0.13	nt
Cc1ccc(C(=O)Nc2c(C)cc(-c3ccccc3)oc2=O)cc1	i	0.92	-1.6
O=C(CCC1COc2ccccc2O1)Nc1cccnc1 (stereo not given)	i	0.05	0.1
CN(CC(=O)Nc1ccccc1Cl)C(=O)CSC(=S)N1CCCC1	i	-0.18	-0.8
CN(C)C(=O)COc1ccc(C(=O)/C=C/c2cccnc2)cc1	i	-0.01	0.8
CCCCC(=O)Nc1ccc(C(=O)NCCN2CCOCC2)cc1	i	-0.36	-0.1
CCCCCNC(=O)CCCCn1c(=O)[nH]c2cc(OCC)c(OCC)cc2c1=O	i	-2.7	-0.1
COc1ccc(Cl)cc1Nc1nc(C)cc(C)c1C(N)=O	i	-0.04	0.0
CCCN(CCC)CCCNC(=O)c1cn(CCOC)c(=O)c2c1c1ccccc1n2C	i	-0.39	-2.5
Cc1ccc(-n2ccc(=O)c(C(=O)Nc3ccc(S(=O)(=O)Nc4nccc(C)n4)cc3)n2)cc1	i	1.2	-1.1
O=C(CCn1cccc1)NCc1ccccc1	i	1.1	-0.2
Cc1csc(CNC(=O)C2CCC(=O)N(CCCc3ccccc3)C2)n1 (stereo not given)	i	-2.7	nt
Cc1cc(C)cc(N(CC(=O)Nc2cccc(C)n2)S(=O)(=O)c2c(C)noc2C)c1	i	1.2	-0.2
CCOc1ccccc1CN1CCN(Cc2cccc3nonc23)CC1CCO (stereo not given)	i	0.18	-1.6
CCOC(=O)C1=C(C)NC(=S)NC1c1ccc(-c2ccc(Cl)cc2)o1 (stereo not given)	i	-0.13	0.6
CCOC(=O)C1=C(C)N=C2SC(C)C(=O)N2C1c1cccc(F)c1 (stereo not given)	i	-0.02	-1.7
COC(=O)Cn1c2ccccc2c2nc3ccccc3nc21	i	-0.06	-0.2
O=C(Nc1ccc(-c2nc3ccccc3o2)cc1)c1cccnc1	i	-0.43	-1.1
Cc1ccc(OCC(=O)N2N=C(c3ccc(Cl)cc3)CC2c2ccco2)c([N+](=O)[O-])n1 (stereo not given)	-8.3*	-0.01	-0.4
Nc1nc(-n2cnnc2)nn1-c1ccccc1	i	-2.3	-1.1
CC(=O)c1ccc(OCc2cc(C(=O)N(C)Cc3cc(C)no3)no2)cc1	i	-0.66	-0.4
O=C(c1nn(Cc2ccccc2)c(=O)c2ccccc12)N1CCN(C/C=C/c2ccccc2)CC1	i	-0.24	-0.6
COc1ccc(OCc2cc(C(=O)N3CCCCCC3)no2)c(Cl)c1	i	-0.05	-0.2
O=C(CN1C(=O)NC(Cc2c[nH]c3ccccc23)C1=O)Nc1cccc(S(=O)(=O)N2CCCC2)c1 (stereo not given)	i	1.1	0.1
COc1cc(OC)cc(C(=O)NC(C(=O)O)C23CC4CC(CC(C4)C2)C3)c1 (stereo not given)	i	-0.48	0.5
CC1(C)CC(=O)C/C(=N/Nc2nc3ccccc3s2)C1	i	0.63	1.4
COc1ccc(C2C(C(=O)c3ccco3)=C(O)C(=O)N2CC2CCCO2)c(OC)c1 (stereo not given)	i	0.16	1.2
Cc1ccc(Oc2ccc(S(=O)(=O)N3CCOCC3)cc2C(N)=O)c(-n2nc3ccccc3n2)c1	i	2.2	-2.2
O=C(CSc1nnc(-c2ccc3c(c2)OCO3)o1)Nc1ncc(C(F)(F)F)cc1Cl	i	0.45	-1.0
COC(=O)Nc1ccc(S(=O)(=O)N(C)C)cc1	i	-1.3	0.5
CCCOc1ccc(C2C(C(=O)c3ccco3)=C(O)C(=O)N2CCCn2ccnc2)cc1 (stereo not given)	i	1.1	-0.8
COc1cc(C(=O)N2CCN(C)CC2)cc(OC)c1OC	i	-0.09	-0.3
CCOC(=O)COc1ccc(S(=O)(=O)N2CCN(c3ccc(OC)cc3)CC2)cc1	i	-0.23	-2.3
COc1cc(C(=O)Nc2ccc(F)cc2Cl)ccc1OCC(=O)N1CCOCC1	i	-0.18	-1.1
CCCCCC(=O)Nc1cc(S(=O)(=O)N2CCCCC2)ccc1N1CCOCC1	i	-0.07	-1.3
CCOc1cccc(C(=O)Nc2cc(C)ccc2NC(=O)c2ccco2)c1	i	-0.05	nt
Cc1nn(CC(=O)c2ccc(Cl)s2)c(C)c1[N+](=O)[O-]	i	-0.09	-0.1
COc1ccc(Cl)cc1NC(=O)CC(C)=O	i	0.18	-0.6
O=C(NCCNC(=O)c1ccco1)c1ccc(Cl)c(Cl)c1	i	0.68	-1.0
CC(C)CC(=O)Nc1nnc(S(=O)(=O)N2c3ccccc3CC2C)s1 (stereo not given)	i	0.08	-1.9
CCCc1ccc(C(=O)[C@@H]2[C@@H](C(C)=O)N3c4ccc(F)cc4C=C[C@@H]3[C@@]23C(=O)Nc2ccccc23)cc1	i	-2.1	-1.3
COc1ccc(C(=O)N/N=C/c2c(C)[nH]c(=O)[nH]c2=O)cc1	i	-2.3	-1.7
COc1ccc(OCC(=O)NCCC2=CCCCC2)c([N+](=O)[O-])c1	i	-0.74	0.1
COc1ccc(NC(=O)CSc2nc(=O)n(CCN3CCOCC3)c3c2CCCC3)c(OC)c1	i	0	-0.8
COc1cc2[nH]c(=O)n(Cc3ccc(C(=O)N4CCC(N5CCCCC5)CC4)cc3)c(=O)c2cc1OC	i	0.79	-1.5

Grouped by structure, the compounds so far containing an NH in an aromatic ring.
SMILES	KCNQ2 block	Kir21 block	STK33 inh
CCCCCNC(=O)CCCCn1c(=O)[nH]c2cc(OCC)c(OCC)cc2c1=O	i	-2.7	-0.1
O=C(CN1C(=O)NC(Cc2c[nH]c3ccccc23)C1=O)Nc1cccc(S(=O)(=O)N2CCCC2)c1 (stereo not given)	i	1.1	0.1
COc1ccc(C(=O)N/N=C/c2c(C)[nH]c(=O)[nH]c2=O)cc1	i	-2.3	-1.7
COc1cc2[nH]c(=O)n(Cc3ccc(C(=O)N4CCC(N5CCCCC5)CC4)cc3)c(=O)c2cc1OC	i	0.79	-1.5

The results go on:
SMILES	KCNQ2 block	Kir21 block	STK33 inh
Cc1ccccc1NS(=O)(=O)c1ccc(NC(=O)c2ccco2)cc1	i	0.95	-1.3
CCCCOc1ccc(C(=O)NCC2(c3ccccc3)CCOCC2)cc1	i	-2.5	-0.1
CCCN(CCC)C(=O)CSc1nc2ccsc2c(=O)n1NC(=O)c1ccccc1	i	-0.24	0.0
Cc1ccc(CN2CC(C(=O)Nc3cc(C)ccn3)CC2=O)cc1 (stereo not given)	i	-1.1	-1.0
CC(C)(C)Cc1nc(-c2ccc(Cl)cc2)no1	i	0.01	-2.3
COC(=O)C(CCSC)NC(=O)Cn1ncc2c(=O)oc3ccc(C)cc3c21 (stereo not given)	i	0.46	-0.9
O=S(=O)(c1ccccc1)N1N=C(c2cccs2)CC1c1ccc(F)cc1 (stereo not given)	i	0.06	-1.3
CC/C(=N\NC(=O)c1nnn(-c2nonc2N)c1-c1cccs1)c1ccccc1	i	-0.09	-0.1
COc1cccc(-c2nnn(CC(=O)Nc3cc(OC)c(NC(=O)c4ccco4)cc3OC)n2)c1	i	0.68	-1.2
COc1ccc(C(=O)N/N=C/c2ccccc2C(=O)O)cc1OC	i	-0.46	-0.5
COc1cccc(/C(C)=N/NC(=O)Cc2c(C)[nH][nH]c2=O)c1	i	-0.01	-1.8
CCOc1cc(/C=N/NC(=O)CCCC(=O)NC2CCCCC2)ccc1O	i	-0.43	-0.5
Cc1ccc(S(=O)(=O)N2CCN=C2SCc2ccccc2)cc1	i	-2	0.0
O=C(Nc1c2c(nn1-c1ccc([N+](=O)[O-])cc1)CS(=O)(=O)C2)c1ccccc1F	i	1.7	-1.3
Cc1cccc(NC(=O)CCCCCN2C(=O)c3ccccc3C2=O)n1	i	1.8	1.4
C=CCOC(=O)C1=C[C@H](c2csc3ccccc23)C[C@H](OCCCCO)O1	i	-1.9	-0.9
Cc1cc(NC(=O)c2ccccc2)n(-c2ccccc2)n1	i	-0.3	1.0
Nc1nc(NC(=O)c2cccs2)nn1-c1ccccc1	i	0	0.9
Cc1cc(N2C(=O)CCC2=O)n(-c2ccccc2)n1	i	-0.87	-0.6
COC(=O)c1ccc(NC(=O)C2C3C=CC(O3)C2C(=O)O)cc1 (stereo not given)	i	-2.3	0.3
Nc1nnc(SCC(=O)NCCNC(=O)CSc2nnc(N)s2)s1	i	-0.2	2.8
CCCC(O)(CCN1CCOCC1)c1ccc(Cl)cc1 (stereo not given)	i	0.01	-2.2
Cc1[nH]c2ccc(C(=O)NCCN3CCCCCC3)cc2c1C	i	0.15	-0.4
CN(C)S(=O)(=O)N1CCN(S(=O)(=O)c2ccccc2)CC1	i	0.01	0.9
COc1ccc(C2c3c(-c4ccccc4)n[nH]c3C(=O)N2c2ccc(C(=O)O)cc2)cc1 (stereo not given)	i	2	-1.0
COc1cc(CNS(=O)(=O)c2ccc3c(c2)CC(C)N3C(=O)C2CCC2)cc(OC)c1OC (stereo not given)	i	0.63	3.1
O=C(/C=C/c1ccc(O)cc1)c1c(O)cc(O)cc1O	i	0.11	1.1
C/C(=N\Nc1cccc2cccnc12)c1ccccc1O	i	0.52	0.0
CCOC(=O)Cc1cc(=O)[nH]c(/N=C(\N)Nc2ccc(C)c(C)c2)n1	i	0.97	0.4
CCCSc1nc2cc(C)c(C)cc2n1CC(C)O (stereo not given)	i	-0.03	0.7

Some of the entries so far, as comma-separated lines.
SMILES,KCNQ2 block,Kir21 block,STK33 inh
CN(C)S(=O)(=O)N1CCN(S(=O)(=O)c2ccccc2)CC1,i,0.01,0.9
COc1ccc(C2c3c(-c4ccccc4)n[nH]c3C(=O)N2c2ccc(C(=O)O)cc2)cc1 (stereo not given),i,2,-1.0
COc1cc(CNS(=O)(=O)c2ccc3c(c2)CC(C)N3C(=O)C2CCC2)cc(OC)c1OC (stereo not given),i,0.63,3.1

Following part:
SMILES	KCNQ2 block	Kir21 block	STK33 inh
CCn1c(SCC(=O)Nc2cccc(C)c2)nc2nc3c(cc2c1=O)COC(C)(C)C3	i	0.02	0.4
Cc1ccc(S(=O)(=O)N2C(=O)CCC2C(=O)N2CCCCC2)cc1 (stereo not given)	i	0.16	-1.4
Cc1cc(N)n(-c2ccccn2)n1	i	-0.89	0.5
Cc1cccc(C(=O)NCc2nnc(SCC(=O)NC3CCCC3)n2C)c1	i	-0.01	-0.1
O=C(O)CCNC(=O)/C(=C/C=C/c1ccccc1)NC(=O)c1ccccc1	i	-0.68	0.7
CC(C)c1ccccc1OCCCCCNCCO	i	-4	-0.3
O=C(NCc1ccco1)c1ccc2c(=O)n(-c3ccccc3)c(=S)[nH]c2c1	i	1.1	-4.3
Cc1cc(C(=O)NCc2cc(F)cc3c2OCOC3)nn1C	i	1.2	-0.7
CCc1ccccc1OCc1nnc(N)s1	i	0.42	-1.0
COc1ccccc1-n1c(SCC(=O)N(C)C2CCS(=O)(=O)C2)nc2ccccc2c1=O (stereo not given)	i	-0.46	-1.1
Cc1ccc(CC(=O)NCC(C)C)cc1	i	-1	-1.9
O=C(NCCCn1ccnc1)/C(=C/c1cccnc1)NC(=O)c1ccco1	i	1.6	-2.0
COc1ccccc1/C=C\C(=O)NCC(=O)N/N=C(/C)c1cccc([N+](=O)[O-])c1	i	-0.85	0.6
Cc1cc(C(=O)OCC(=O)Nc2c(F)cccc2F)c(C)n1-c1ccccc1	i	-2.3	-0.5
CN(C)S(=O)(=O)Nc1cccc(NC(=O)CC23CC4CC(CC(C4)C2)C3)c1	i	3.8	-0.5
CCOC(=O)c1c(C)oc2c1c(C=NC1CCS(=O)(=O)C1)c(O)c1ccccc12 (stereo not given)	i	0.11	-3.3
O=C(C1CCN(c2ccc(N3CCOCC3)nn2)CC1)N1CCN(c2ccc(F)cc2)CC1	i	1	-2.3
Cc1ccc(C(=O)Nc2ccc(N3CCOCC3)c3nonc23)cc1[N+](=O)[O-]	i	-0.06	-0.7
COCCNC(=O)CN(C(=O)Cn1nnc2ccccc21)c1ccc(C)c(F)c1	i	-0.89	1.6
O=C(Nc1cccc(-c2nn[nH]n2)c1)c1ccc(Cl)s1	i	1.3	0.7
CCC1(C(=O)OC)NC(c2cccc(F)c2)C2C(=O)N(C)C(=O)C21 (stereo not given)	i	-0.08	0.4
CCCn1nnc(NC(=O)c2sc3ccccc3c2Cl)n1	i	0.93	0.0
COc1cc2c(cc1NC(=O)C(C)Sc1cccc[n+]1[O-])oc1ccccc12 (stereo not given)	i	-0.45	1.9
O=C(NCCN1CCCC1)C1CC(=O)N(C2CCCCC2)C1 (stereo not given)	i	-1.6	-0.6
C=C1c2ccccc2S(=O)(=O)N(Cc2ccccc2)C1COCc1ccccc1 (stereo not given)	i	0.53	0.6
CCOC(=O)Cn1c(=O)oc2cc(S(=O)(=O)NCCC(C)C)ccc21	i	-0.05	-0.5
CCOC(=O)C1CCN(C(=O)c2cc3cc4cc(OC)ccc4nc3o2)CC1	i	0.71	-1.1
CCc1cc2c(-c3ccccc3)cc(=O)oc2cc1OC(C)C(C)=O (stereo not given)	i	0.53	-2.0
O=C(Nc1ccc2c(c1)OCCO2)C1CCCN1C(=O)Nc1ccccc1 (stereo not given)	i	1.9	0.7
Cc1sc2nc(CN(C(=O)NC3CCCCC3)C3CCCC3)[nH]c(=O)c2c1C	i	0.11	-0.5

Rewritten with two lines to a compound: entries from further up
Each structure is followed by: KCNQ2 block	Kir21 block	STK33 inh
> CC(C)(C)Cc1nc(-c2ccc(Cl)cc2)no1
→ i	0.01	-2.3
> COC(=O)C(CCSC)NC(=O)Cn1ncc2c(=O)oc3ccc(C)cc3c21 (stereo not given)
→ i	0.46	-0.9
> O=S(=O)(c1ccccc1)N1N=C(c2cccs2)CC1c1ccc(F)cc1 (stereo not given)
→ i	0.06	-1.3
> CC/C(=N\NC(=O)c1nnn(-c2nonc2N)c1-c1cccs1)c1ccccc1
→ i	-0.09	-0.1
